Screening data deposited in PubChem BioAssay by National Center for Advancing Translational Sciences (NCATS).
TRHR PAM – TRH receptor (human) allosteric enhancement; actives 0.66% (n = 360,000); AID 493056; enhancement, % at 2 µM; TRHR cells, fluo-8 calcium fluorescence, EC20 TRH enhancement; in the data active = enhancement above about 30%; note: 0% is about no effect
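TRHR-expressing cells loaded with fluo-8 calcium dye were read kinetically (ex 480/em 530) during compound addition, then stimulated with an EC20 of TRH (10 nM final). Enhancement of the Gq-mediated intracellular calcium response was scored.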
D2 PAM – positively modulates the human D2 dopamine receptor allosterically; P14416; HEK293 T-REx D2, calcium flux, EC20 dopamine potentiation; potentiation, % at 10 µM; actives 0.34% (n = 340,000); AID 485347;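 active = potentiation over 3 SD above the plate norm, cut at about 30% in these data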; note: 0% is about no effect
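Tetracycline-induced HEK293 T-REx cells force-coupled to calcium signalling expressed D2; compounds were pin-added after a 10 s baseline, read kinetically 180 s, then an EC20 dopamine challenge followed with a further 180 s calcium read.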
RXFP1 antag – blocks the human relaxin receptor RXFP1 | HEK293-RXFP1, relaxin-stimulated cAMP HTRF, 30 min; active compounds read low | activity change, negative = inhibition, % at 57.5 µM | actives 0.59% (n = 350,000) | AID 1259400;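 active = activity change of -60% or lower, but not beyond a set lower limit; inconclusive = change between -60% and -40%, or beyond the set limit; inactive = change above -40%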; note: % is set by controls: 0 for no effect and ±100 for the full control effect
Target sequence (Q9HBX9 whole entry, looked up): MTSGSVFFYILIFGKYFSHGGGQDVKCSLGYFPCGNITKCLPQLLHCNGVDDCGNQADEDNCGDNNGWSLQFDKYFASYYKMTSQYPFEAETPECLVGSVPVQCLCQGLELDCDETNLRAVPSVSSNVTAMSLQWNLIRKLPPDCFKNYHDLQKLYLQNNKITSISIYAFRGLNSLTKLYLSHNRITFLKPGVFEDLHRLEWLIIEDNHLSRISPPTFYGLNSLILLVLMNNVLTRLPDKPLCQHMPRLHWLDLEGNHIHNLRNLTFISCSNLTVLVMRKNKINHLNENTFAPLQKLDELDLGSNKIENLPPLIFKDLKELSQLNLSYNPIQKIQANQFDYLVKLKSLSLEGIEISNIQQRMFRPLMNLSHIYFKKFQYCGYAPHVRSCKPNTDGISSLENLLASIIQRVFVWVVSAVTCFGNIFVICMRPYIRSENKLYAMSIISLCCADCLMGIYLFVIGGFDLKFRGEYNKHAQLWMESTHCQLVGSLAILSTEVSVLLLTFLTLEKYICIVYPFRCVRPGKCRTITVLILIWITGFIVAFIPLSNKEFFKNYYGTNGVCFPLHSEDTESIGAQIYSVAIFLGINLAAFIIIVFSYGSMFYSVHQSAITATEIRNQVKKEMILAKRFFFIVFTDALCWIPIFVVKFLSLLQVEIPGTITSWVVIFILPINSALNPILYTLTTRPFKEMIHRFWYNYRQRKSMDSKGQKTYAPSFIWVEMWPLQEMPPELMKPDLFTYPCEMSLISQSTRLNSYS
D1 potentiator – human D1 dopamine receptor positive modulation; actives 0.036% (n = 360,000); potentiation, % at 10 µM; P21728; HEK293 TREx D1 cells, calcium flux, dopamine EC20 potentiation; in the data active = potentiation above about 30%; note: 0% is about no effect
TRHR ag – activates the human TRH receptor; P34981; TRHR cells, calcium flux fluo-8, FDSS agonist mode; activation, % at 2 µM; actives 0.18% (n = 360,000); AID 493084; note: 0% is about no effect
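In this calcium-flux screen, cells bearing human TRHR are dye-loaded with fluo-8, baselined for 10 cycles, then exposed to library compounds; positive kinetic calcium responses during the agonist phase mark hits, with TRH as control.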
D2 ag – activates the human D2 dopamine receptor. activation, % at 2 µM. P14416. HEK293 T-REx D2 cells, calcium flux agonist mode. actives 0.53% (n = 340,000);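 active = activation over 3 SD above normal in the single-dose calcium agonist read, cut at about 30% in these data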; note: 0% is about no effect
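Agonism is scored from calcium flux in a force-coupled, inducible HEK293 cell line expressing D2, read kinetically for 180 s after compound addition against dopamine controls.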
D1 agonist – activates the human D1 dopamine receptor | HEK293 T-REx D1 cells, calcium flux, agonist mode | activation, % at 2 µM | AID 504660 | actives 1% (n = 360,000); note: 0% is about no effect
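Agonism was scored from calcium flux recorded over 180 s (1 read/s) after pintool compound addition, following a 10-cycle baseline. Cells were inducible force-coupled HEK293 TREx D1, plated overnight at 30 C and loaded with no-wash calcium dye.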
D1 antagonist – blocks dopamine activation of the human D1 receptor; HEK293 TREx D1 cells, calcium flux, dopamine EC80; active compounds read low; activity change, negative = inhibition, % at 10 µM; actives 3.2% (n = 360,000); AID 504652; in the data active = activity change below about -30%; note: % is set by controls: 0 for no effect and ±100 for the full control effect
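Tetracycline-induced HEK293 T-REx cells with force-coupled D1 receptor were loaded with a no-wash calcium dye. Compound was added after a 10 s baseline and read kinetically for 180 s; EC80 dopamine was then added and calcium flux followed another 180 s.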
D2 antag – antagonizes the human D2 dopamine receptor | P14416 | HEK293 TREx D2 cells, calcium flux, dopamine EC80 | inhibition, % at 10 µM | actives 2% (n = 340,000) | AID 485344; in the data active = inhibition above about 30%; note: 0% is about no effect
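Measurement of antagonist activity uses fluorescent calcium dye in inducible HEK293 T-REx D2 cells: 10 s baseline, compound addition with 180 s read, EC80 dopamine addition with a further 180 s read.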
The depositor's hits bear a star; ? = inconclusive; . = not tested or not shown; & = joins results of further samples. Cut-off read from the data, not from the text of the source, unless noted: active = activation above about 30%; inactive = the rest.

Each structure is followed by: TRHR PAM, D2 PAM, RXFP1 antag, D1 potentiator, TRHR ag, D2 ag, D1 agonist, D1 antagonist, D2 antag
1	CCOc1ccc2ccccc2c1CNCCc1ccc(S(N)(=O)=O)cc1
  -2, 7, 9, 0, 2.6, -0.8, 5, 14, 10
2	Clc1ccccc1C1=CC(c2ccco2)n2ncnc2N1 (configuration not stated)
  0, 3, -19, -9, 1.4, 1.7, 4, -4, -1
3	CN1CCN(C(=O)/C(=C\c2cccnc2)NC(=O)c2cccc(Br)c2)CC1
  -6, 9, ?, -4, 0.2, -1.0, 3, -3, 8
4	C#Cc1cccc(NC(=O)c2ccc(Cl)cc2Cl)c1
  -8, 3, -4, 2, -1.3, 0.4, 3, -7, 14
5	O=S(=O)(c1cccc(NC(=S)N2CCN(c3ccccc3)CC2)c1)C(F)F
  9, -22, -4, -14, 0.6, -1.0, 4, -18, 0
6	CC(C)Cc1ccc(CN2CCCC(NC(=O)CCCN3CCCC3=O)C2)cc1 (configuration not stated)
  2, 0, -16, 0, 0.7, 0.0, 7, 11, -19
7	CCn1c(SC)nnc1C1CCN(CC(=O)Nc2ccccc2N2CCOCC2)CC1
  6, 19, -4, 1, 0.2, -0.1, 2, 7, -8
8	COc1ccc(-c2nnn(Cc3nc(N)nc(N4CCCCC4)n3)n2)cc1
  -3, -4, 8, -3, -1.8, -1.3, 4, -1, -7
9	Cc1ccc(-c2ccc3nnc(SCC(=O)NCC4CCCO4)n3n2)cc1 (configuration not stated)
  5, 0, 11, -1, -1.2, -0.5, 0, -10, 1
10	Cc1ccnc(NC(=O)CCC(=O)N(CC(=O)NCC2CCCO2)Cc2ccc(F)cc2)c1 (configuration not stated)
  -16, 0, -4, -3, 0.4, 2.5, 2, -4, 0
11	CCN1CCN(S(=O)(=O)c2ccc(Cl)c(C(=O)NC3CC3)c2)CC1
  3, -7, -3, ., 0.3, 0.9, 5, -16, -53
12	CCCCCn1c(CN2CCN(c3ccc(OC)cc3)CC2)nc2c1c(=O)[nH]c(=O)n2C
  0, -28, ., -1, -1.2, -1.0, 0, 2, .
13	CC(CNC(=O)Cn1c(-c2cccs2)cc2ccccc21)c1ccccc1 (configuration not stated)
  -5, -9, -15, 0, 1.9, 0.6, 1, -7, .
14	CCOC(=O)N1CCN(S(=O)(=O)c2ccc(OCC(=O)OC)cc2)CC1
  -2, 3, 0, -6, 1.3, -0.3, 5, -7, 5
15	CC(NC(=O)CSc1n[nH]c(=O)[nH]c1=O)C1CC2CCC1C2 (configuration not stated)
  -11, 6, 5, -2, -0.2, 1.0, 1, 8, -3

Rewritten bar-delimited: 7 of the compounds above
item | Molecule | TRHR PAM | D2 PAM | RXFP1 antag | D1 potentiator | TRHR ag | D2 ag | D1 agonist | D1 antagonist | D2 antag
7 | CCn1c(SC)nnc1C1CCN(CC(=O)Nc2ccccc2N2CCOCC2)CC1 | 6 | 19 | -4 | 1 | 0.2 | -0.1 | 2 | 7 | -8
8 | COc1ccc(-c2nnn(Cc3nc(N)nc(N4CCCCC4)n3)n2)cc1 | -3 | -4 | 8 | -3 | -1.8 | -1.3 | 4 | -1 | -7
9 | Cc1ccc(-c2ccc3nnc(SCC(=O)NCC4CCCO4)n3n2)cc1 (configuration not stated) | 5 | 0 | 11 | -1 | -1.2 | -0.5 | 0 | -10 | 1
10 | Cc1ccnc(NC(=O)CCC(=O)N(CC(=O)NCC2CCCO2)Cc2ccc(F)cc2)c1 (configuration not stated) | -16 | 0 | -4 | -3 | 0.4 | 2.5 | 2 | -4 | 0
11 | CCN1CCN(S(=O)(=O)c2ccc(Cl)c(C(=O)NC3CC3)c2)CC1 | 3 | -7 | -3 | . | 0.3 | 0.9 | 5 | -16 | -53
12 | CCCCCn1c(CN2CCN(c3ccc(OC)cc3)CC2)nc2c1c(=O)[nH]c(=O)n2C | 0 | -28 | . | -1 | -1.2 | -1.0 | 0 | 2 | .
13 | CC(CNC(=O)Cn1c(-c2cccs2)cc2ccccc21)c1ccccc1 (configuration not stated) | -5 | -9 | -15 | 0 | 1.9 | 0.6 | 1 | -7 | .

(list continues)
Each structure is followed by: TRHR PAM, D2 PAM, RXFP1 antag, D1 potentiator, TRHR ag, D2 ag, D1 agonist, D1 antagonist, D2 antag
16	CCOC(=O)CSc1nnc(NC(=O)NC(C)C)s1
  0, 0, -7, -5, -0.1, 2.5, 5, -12, 8
17	O=C(N/N=C/c1ccc2c(c1)OCO2)C(=O)Nc1ccccc1Cl
  -3, -7, -8, -4, -1.3, 0.3, 5, -18, 3
18	COc1ccc2c(C)cc(SCC(=O)N(C)C3CCS(=O)(=O)C3)nc2c1 (configuration not stated)
  5, 8, 3, 3, -2.2, 0.5, -2, -7, -25
19	Nc1c(C(=O)NCc2ccco2)sc2nc(N3CCOCC3)c3c(c12)CCCC3
  -4, 2, 18, -6, -0.8, -1.2, 8, 18, 5
20	c1ccc(N2CCN(c3c4c(nc5ncnn35)CCC4)CC2)cc1
  7, 1, -13, 2, -0.5, -0.6, 3, 7, -26
21	Oc1ccc(Br)cc1-c1ccn[nH]1
  7, -1, 1, -8, 0.3, 0.7, 2, -12, -5
22	COCCN1C(=O)c2cc(C(=O)Nc3ccc(OC)c(OC)c3)ccc2C1Nc1ccc(OC)c(OC)c1 (configuration not stated)
  19, -8, -7, -7, -0.2, 0.1, 1, -4, 0
23	COC(=O)c1onc(-c2ccccc2)c1C(=O)OC
  4, -4, 8, -1, 0.0, -0.4, 3, -36*, -7
24	O=[N+]([O-])c1cc(-c2nc(-c3ccccc3)no2)ccc1NC1CCCCC1
  14, 3, ., 3, 0.5, -0.7, 1, 10, .
25	CCOC(=O)c1cnc2c(c(C)nn2CC)c1Cl
  12, 7, 9, -2, 0.3, -0.4, 1, -8, -6
26	Cc1ccc(C)c(NC(=S)Nc2ncccc2C)c1
  -1, 21, -33, -3, 0.8, 1.0, 2, -18, -7
27	CCOC(=O)N1CCC(NC(=O)c2cnn(-c3cccc(C)c3)c2-n2cccc2)CC1
  -1, 2, -9, -5, -0.3, ., 1, -9, .
28	CCc1ccc(Nc2nc(N)nc(CSc3nc4ccccc4s3)n2)cc1
  1&-13, 5&6, -4&-14, 2&-4, -0.4&-0.6, -0.1&0.6, 3&6, 4&-5, -6
29	CC(=O)Nc1cccc(NC(=O)CSc2nc3c(c(=O)n(C)c(=O)n3C)n2C)c1
  -11, 20, 26, 0, 0.3, 0.8, 0, -7, 8
30	Clc1ccc(CSC2=NCCCN2)cc1Cl
  9, 3, -8, -12, -0.2, 1.1, 23, -15, -6
31	CCC(=O)C1CCCN(C(=O)c2ccc(OC)c(OC3CCN(C(C)=O)CC3)c2)C1 (configuration not stated)
  -1, 5, 3, 0, 0.4, 1.1, 7, 13, -4
32	CCn1c(C)cc(C(=O)CN2C(=O)c3ccccc3S2(=O)=O)c1C
  -1, 0, 3, -7, 0.3, -0.2, 0, 18, 0
33	O=C(OCC(=O)N1CCN(C(=O)c2ccco2)CC1)c1ccccc1Cc1ccccc1
  3, 0, 3, -4, -0.7, -0.6, 5, -4, -7
34	NS(=O)(=O)c1ccc(CCNCc2cc(Br)ccc2OCc2ccccc2)cc1
  -3, 0, -4, -1, 0.2, 0.1, 34*, -34*, -12
35	CCc1nc2ccc(C(=O)NCc3ccccc3C)cc2nc1CC
  -4, 13, -23, -2, -0.9, 0.1, 1, 3, .
36	CCOCCCNC(=O)CN1C(=O)CCn2nc(-c3cccn3C)cc21
  -1, 9, -12, -2, 0.7, 0.5, -1, -19, .
37	CN(C(=O)CSC1=Nc2ccccc2C2=NC(c3ccccc3)C(=O)N12)C1CCCCC1 (configuration not stated)
  -6, -4, 7, 0, 0.3, ., 4, ., .
38	CNC(=O)C1CC(=O)N(c2ccc(OCC(=O)Nc3ccc(OC)cc3)cc2)C1 (configuration not stated)
  -3, 6, -1, -1, 0.3, 0.2, 1, 7, -38
39	O=C(NCCNCc1cccs1)c1ccccc1F
  -1, -11, -7, -1, 1.3, 1.2, 1, 7, -2
40	CC(C)CC[n+]1ccn(-c2nc3ccccc3nc2[N-]S(=O)(=O)c2ccccc2)c1
  -1, 3, 5, -6, 0.6, 0.7, 4, 0, -3
41	O=Cc1cn(CC(=O)Nc2ccc3c(c2)OCO3)c2ccccc12
  -5, -1, -10, -6, 0.2, 0.3, 12, -17, 1
42	Cc1ccc(/C=C(\C#N)c2nc3ccccc3[nH]2)s1
  2, 2, -25, -8, -0.8, -1.9, 1, -19, -9
43	Cc1cc(C(=O)NCc2cc(C(=O)O)co2)co1
  -3, 8, 4, 4, 0.1, 1.3, 2, 18, -1
44	COc1ccccc1C(=O)NCCC(=O)N(C)CC(=O)Nc1ccc(N2CCOCC2)cc1
  -2, -6, -4, 0, 0.3, 0.9, 3, 6, -5
45	COc1cccc(N2CCN(C(=O)c3ccc(NC(=O)c4nsc5ccccc45)cc3)CC2)c1
  -6, -6, -12, 0, 0.0, -0.2, 1, -15, .
46	COc1ccc(CCNc2nc(SCc3cccc(F)c3)nc3ccccc23)cc1OC
  3, 7, -14, -2, -0.1, 0.2, 4, 9, .
47	CCOc1cc(/C=N/NC(=O)CSc2nncn2C)ccc1OCC(N)=O
  2, 3, 1, 5, 0.4, 0.7, 5, 17, -3
48	CC1(C)Cc2c(cnn2-c2ccc(F)cc2)C(NC(=O)CN2CCCCC2=O)C1 (configuration not stated)
  3, 11, 5, 1, 0.4, 0.1, -1, 8, 5
49	Cc1ccc(CNC(=O)Cc2csc(Nc3nc(=S)[nH]c4ccccc34)n2)cc1
  0, -7, ., -6, 0.0, -0.6, 2, 11, -9
50	CCCCc1ccc(-c2csc(/C(C#N)=C/c3ccc(C)o3)n2)cc1
  2, -1, -23, 1, 1.0, 0.9, 5, -1, -4
51	c1csc(Cc2nc3ccccc3[nH]2)c1
  2, 8, -5, 4, 0.4, -0.2, 1, 6, -13
52	CC(C)=Cc1oc2ccc([N+](=O)[O-])cc2c1N1CCOCC1
  -1, -15, 10, 0, -0.4, 5.5, 1, 6, -5
